Rad51 HR inh = blocks human Rad51 in homologous recombination; Q06609; hRad51 DNA strand exchange, fluorescence dequenching; inhibition, % at 10 µM; 200,000 compounds, 0.085% hits; AID 1385;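 active = inhibition above 40% at the single screening dose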;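 also: 0% = DMSO control wells and 100% = blanks with heterologous ssDNA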
Target sequence (Q06609 whole entry, looked up): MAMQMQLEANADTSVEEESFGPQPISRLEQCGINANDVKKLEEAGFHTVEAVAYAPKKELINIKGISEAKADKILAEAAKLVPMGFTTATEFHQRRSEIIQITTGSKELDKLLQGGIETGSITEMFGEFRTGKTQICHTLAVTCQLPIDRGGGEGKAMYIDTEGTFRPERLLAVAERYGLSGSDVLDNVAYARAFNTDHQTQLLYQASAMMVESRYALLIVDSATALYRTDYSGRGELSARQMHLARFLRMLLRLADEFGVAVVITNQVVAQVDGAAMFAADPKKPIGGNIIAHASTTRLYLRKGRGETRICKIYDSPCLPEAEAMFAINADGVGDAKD
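material = hRad51 filaments on single-stranded DNA | timing = filaments 15 min 37 °C, then compound 30 min | signal = FRET fluorescence dequenching, excitation 485 nm, emission 520 nm | benchmarks = control wells and blank wells on each plate | evaluation = percent inhibition relative to plate controls and blanks | compound = 10 µM final, single point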
thrombin 1536 = thrombin (human) inhibition | alpha-thrombin, Boc-VPR-AMC fluorogenic substrate cleavage | AID 1046 | P00734 | 220,000 compounds, 0.26% hits | inhibition, % at 5 µM;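 active = inhibition at or above 40%; inactive = inhibition below 40%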;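 also: 0% = enzyme with no compound and 100% = wells without enzyme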
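Material: human alpha-thrombin protein; Also added: Boc-VPR-AMC substrate, 15 µM final; Timing: enzyme reaction carried out at room temperature; Signal: fluorescence, ex 355 nm, em 460 nm; Measure: % inhibition of thrombin; Controls: enzyme without compound as high, wells lacking enzyme as low.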
KLK5 inh = inhibitors of human kallikrein 5; Q9Y337; inhibition, % at 5 µM; recombinant hK5, fluorogenic AMC substrate cleavage; 210,000 compounds, 0.59% hits;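 active = inhibition of 40% or more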;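 also: 0% = enzyme controls without compound and 100% = no-enzyme blanks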
PERK inhibitor = inhibitors of human PERK kinase; Q9NZJ5; CHO PERK-DD fusion, SEAP luminescence translation reporter; inhibition, % at 5.6 µM; 220,000 compounds, 0.17% hits;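 active = inhibition above the mean inhibition of all tested compounds plus 3 SD, set separately per screening campaign, cut at about 2.9% in these data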;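 also: PERK kinase domain activated by AP20187 dimerizer at 100 nM; 0% = DMSO with dimerizer and 100% = rapamycin at 8.4 µM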
FXIIa inh 1536 = inhibitors of human coagulation factor XIIa; purified FXIIa, Boc-QGR-AMC fluorogenic substrate, 2 h; P00748; 220,000 compounds, 0.3% hits; AID 800; inhibition, % at 5 µM; in the data active = inhibition above about 40%;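 also: 0% = enzyme with no compound and 100% = blank without enzyme; many of its hits are not listed in these tables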
FXIa inh 1536 = blocks human coagulation factor XIa protease activity; P03951; 220,000 compounds, 0.14% hits; purified FXIa, Boc-Glu-Ala-Arg-AMC fluorogenic substrate; inhibition, % at 5 µM;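 active = inhibition of at least 40%; inactive = inhibition below 40%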;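 also: fluorescence of freed AMC excited at 355 nm; 0% = enzyme without compound and 100% = no enzyme blank; many of its hits are not listed in these tables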
Target sequence (P03951 19-387 limits assumed): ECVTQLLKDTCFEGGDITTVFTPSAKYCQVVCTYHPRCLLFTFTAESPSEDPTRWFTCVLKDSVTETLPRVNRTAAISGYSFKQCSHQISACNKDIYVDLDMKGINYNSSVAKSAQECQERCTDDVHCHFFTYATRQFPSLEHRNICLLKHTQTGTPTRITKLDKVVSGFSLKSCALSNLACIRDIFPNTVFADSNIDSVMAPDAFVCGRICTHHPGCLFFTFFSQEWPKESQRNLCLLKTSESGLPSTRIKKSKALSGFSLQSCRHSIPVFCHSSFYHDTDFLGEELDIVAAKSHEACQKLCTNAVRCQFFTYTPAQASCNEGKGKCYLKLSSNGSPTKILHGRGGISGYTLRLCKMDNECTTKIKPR
Target sequence (P03951 388-625 limits assumed): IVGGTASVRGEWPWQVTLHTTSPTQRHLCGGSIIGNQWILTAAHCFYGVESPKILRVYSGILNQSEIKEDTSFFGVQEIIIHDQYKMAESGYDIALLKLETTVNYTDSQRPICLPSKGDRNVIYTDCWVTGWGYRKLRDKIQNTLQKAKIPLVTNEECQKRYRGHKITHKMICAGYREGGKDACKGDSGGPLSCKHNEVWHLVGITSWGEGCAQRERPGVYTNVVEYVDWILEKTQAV
Furin inh = inhibitors of human furin; inhibition, % at 30 µM; 220,000 compounds, 0.061% hits; P09958; purified furin, fluorogenic substrate cleavage; in the data active = inhibition above about 25%; also: inactives centre near -15
m-calpain inh = blocks pig calpain II enzyme activity; 220,000 compounds, 0.37% hits; inhibition, % at 16 µM; purified calpain II, fluorogenic peptide substrate, 30 min;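 active = inhibition above about 50%, limit read from the data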
KCC2 mod = modulates chloride dependent transport by human KCC2; B-score of Tl+ flux slope (higher = more flux/activation; lower = inhibition) at 10 µM; KCC2 cells, thallium flux FluoZin-2 fluorescence; AID 1456; 190,000 compounds, 2.2% hits;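 active = thallium flux slope and its plate-corrected score both differing from the plate sample mean at a set confidence after two filtering rounds, in either direction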;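 also: slope of fluorescence scaled to starting intensity during 10 to 20 s after thallium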
* marks the source's active call; other numbers are inactive results; . = not tested or not shown; [ ] = dose if it differs, or a comment. An excerpt. The share of hits here may be higher or lower than overall.

SMILES,KLK5 inh,FXIIa inh 1536,FXIa inh 1536,PERK inhibitor,Rad51 HR inh,Furin inh,thrombin 1536,m-calpain inh,KCC2 mod
O=C1CN(C(=O)COc2ccccc2F)c2ccccc2N1,-9,10,-3,-0.2,9,-23,-4,13,1.3
CCOC(CNC(=O)c1ccc2nc(N3CCC(C)CC3)sc2c1)OCC,-3,17,1,-1.0,-2,-14[20 µM],4,22,-0.096
COC(=O)c1ccc(-c2ccc(CNCC(O)c3ccccc3)o2)cc1 (stereo not drawn),8,10,7,-0.4,5,-26,7,-11,0.28
CC(C)CNC(=O)NC(=O)COC(=O)c1cc([N+](=O)[O-])ccc1NCc1ccccc1Cl,-4,14,2,1.5,30,-33,9,-13,-0.46
Cc1cccnc1N(C(=O)Nc1cccc(Cl)c1)C1=NCC(C)(C)S1,-8,11,9,-0.4,.,-9,-4,2,-0.58
CCOc1cc(C2C(C#N)=C(N)Oc3n[nH]c(CC)c32)ccc1OCCN1CCOCC1 (stereo not drawn),8,19,6,0.9,-5,0[20 µM],2,-12,-0.04
CCn1cc(C(=O)NCC2CCCO2)c(=O)c2cc(S(=O)(=O)N3CCC(C)CC3)ccc21 (stereo not drawn),4,4,-9,-1.0,-37,-15,-7,-17,-0.005
CNC(=O)c1ccccc1-c1ccccc1,-8,11,-3,0.2,-4,-15[20 µM],-16,-23,0.0022
Cc1cc(C)nc(NC(=O)CN2C(=O)c3ccccc3C2=O)n1,5,-1,6,0.4,-2,-34,-19,-18,0.13
COc1ccccc1NC(=O)N1CCc2[nH]c3ccc(Cl)cc3c2C1,2,10,-1,0.2,-9,-19[20 µM],3,-4,.
NC(=O)CSc1nnc(-c2cc3ccccc3o2)n1Cc1ccccc1,-14,-15,3,-0.3,10,-14[20 µM],-2,-68,0.27
COc1cccc(C(=O)Nc2ccc(N3CCN(Cc4ccccc4)CC3)cc2)c1,-1,14,3,-2.6,7,-17[20 µM],4,-13,.
O=C1NC2(CCCCC2)N(C(=O)c2ccccc2)C2=C1CCCC2,-2,7,0,1.4,-11,-19,-5,-13,0.09
CN(C)c1ccc(/C=N/NC(=O)c2ccc(Cl)cc2)cc1,3,1,2,2.4,0,-9[20 µM],2,-127,0.032
Cc1cccc(NCN2C(=O)C3C4C=CC(C4)C3C2=O)c1 (stereo not drawn),-4,-13,-5,0.0,4,-8[20 µM],3,-24,0.79
CC(=O)Nc1cc(C(C)(C)C)c(O)c(C(C)(C)C)c1,-2,3,-4,1.0,2,-12[20 µM],-2,-43,0.85
CCOc1ccccc1N1CCN(c2nc(N)c(C#N)c(CC#N)c2C#N)CC1,-4,28,15,-1.2,-4,10[20 µM],-6,-206,-2.2
CCOC(=O)c1cnc2cc(-c3ccc(C(C)(C)C)cc3)nn2c1N,-4,6,-8,0.7,-3,-21,-8,-30,0.02
CC(NC(=O)/C(=C/c1ccc(OC(F)F)cc1)c1ccccc1)c1ccccc1 (stereo not drawn),-10,4,10,0.5,3,-4,-3,15,-0.83
COc1ccc(CNC(=O)C(=O)NCC2OCCN2S(=O)(=O)c2ccc3c(c2)OCCO3)cc1 (stereo not drawn),-7,3,-3,-0.6,-3,-6,-2,-4,-0.23
COc1ccc(/C=N/NC(=O)Cn2cc(C(F)(F)F)ccc2=O)cc1,5,7,0,-0.3,3,-10,-5,-10,0.33
Cn1c(=O)[nH]c(=O)c2c1nc(Br)n2C/C=N/NC(=O)c1ccccc1,-8,7,-8,1.3,15,-31,-1,-12,0.58
Cc1cccc(-n2c(C)cc(C=C(C#N)C#N)c2C)c1,-16,3,-3,-0.2,3,-4,-15,0,-0.68
CC1CCC(C(C)C)C(OC(=O)CSc2n[nH]c(=O)[nH]c2=O)C1 (stereo not drawn),-16,22,-2,1.1,-3,-17,1,-6,-0.074
Cc1ccc(CNC(=O)CO/N=C/c2ccc(C(C)(C)C)cc2)cc1,-22,8,5,0.3,.,-15,-8,-4,0.83
O=C(COC(=O)c1ccccc1OCc1ccccc1Cl)NC1CC1,-26,16,4,-0.3,10,-36[20 µM],1,-13,0.18
CSc1ccccc1C(=O)NCc1ccccc1C,-2,1,-6,0.8,-12,-13,-8,-12,-0.48
COc1ccc(C2C3=C(CC(C)(C)CC3=O)Oc3ncn(Cc4ccccc4)c(=N)c32)cc1 (stereo not drawn),-8,27,10,-2.9,0,-19[20 µM],3,-78,.
O=C(c1ccco1)[C@@H]1[C@@H]2C(=O)N(c3ccc(F)cc3)C(=O)[C@@H]2C2c3ccccc3C=CN21 (stereo partly drawn),7,20,10,3.0*,-1,-14,5,-7,.
Cc1ccc(S(=O)(=O)N/N=C\c2cc([N+](=O)[O-])ccc2Cl)cc1,8,8,5,1.1,9,-21[20 µM],0,6,.
COc1ccc(C(=O)C(CCCCC(CN(C)C)C(=O)c2ccc(OC)cc2)CN(C)C)cc1 (stereo not drawn),3,21,15,-1.2,.,-14[20 µM],1,16,-0.58
CCN(CC)CC(=O)c1c(N)n(Cc2ccccc2)c(=O)n(C)c1=O,-7,4,-12,-0.3,-3,-15,-22,-2,0.41
CCOC(=O)C(=CNc1cscc1S(=O)(=O)C(C)C)C(=O)OCC,-2,6,1,0.0,-3,-7,-6,7,-0.51
CCCN1CCN(C(=O)Cn2cccc2C(=O)c2ccccc2)CC1,7,1,-1,-0.3,4,-19[20 µM],-6,4,0.076
O=C(Cc1csc(-c2ccccc2)n1)Nc1ccc(C(F)(F)F)cc1,-22,3,2,0.5,-2,-3,-6,13,-0.55
COc1ccnc(Oc2ccccc2)n1,-17,9,2,0.6,4,-14,-11,2,0.056
CC(=O)Nc1ccc(N=Cc2nc(-c3ccc(C)cc3)oc2O)cc1,-6,-8,-5,0.2,-12,-15[20 µM],-5,-282,-0.039
Cc1ccc2c(c1)C(=O)CC(O)(C(F)(F)F)O2 (stereo not drawn),-1,0,-3,0.5,.,-9,-10,2,1.4
Fc1cccc(CSc2ccc(-c3ccco3)nn2)c1,-5,5,-6,-0.2,-7,-2,-10,-8,-1.1
Cc1cc(-c2cc(C(=O)NCc3ccccc3)on2)nc(NC2CCCC2)n1,-1,5,-1,.,6,-19,-2,7,-1.1
COc1ccccc1/C=N/NC(=O)CC(=O)NC1CCCCC1,.,13,12,1.0,.,1,0,7,-0.69
CCCN1C(=O)c2cc(C(=O)NC3CCCCCC3)ccc2C1O (stereo not drawn),26,21,18,1.2,-4,-20,25,-3,-1.3
Cc1ccc(Oc2ccc(NC(=O)CCC(=O)OCC(=O)c3cccs3)cc2)cc1C,-4,7,0,0.1,-4,-17[20 µM],1,25,.
CCc1ccc(/C=c2\s/c(=C\C(=O)C(C)(C)C)[nH]c2=O)cc1,4,12,0,-3.6,7,-6[20 µM],3,-32,7*
CN(CC(=O)NCCc1ccc(S(N)(=O)=O)cc1)c1ccccc1,6,9,3,0.6,12,-15,0,20,0.04
CCCCNC(=O)NS(=O)(=O)c1cnccc1Sc1ccc(Cl)cc1,-17,12,3,1.6,2,-14[20 µM],2,-15,-0.0057
O=C1c2ccccc2C(Nc2ccc(Cl)cn2)N1Cc1ccccc1 (stereo not drawn),-7,20,1,0.4,-3,-18,-6,12,-2.4
COc1cc(-c2cc(OC)c3c(C)oc(C)c3c(=O)c2)ccc1O,3,7,3,-1.9,-52,2,-3,20,.
O=C(Nc1ccc2c(c1)OCO2)C1CC(=O)N(c2ccc3c(c2)OCCO3)C1 (stereo not drawn),-1,5,-2,0.6,9,-32,6,-45,0.011
CC(=O)Nc1ccc(NC(=O)CSc2nnc(CNc3ccc(F)cc3)n2CC2CCCO2)cc1 (stereo not drawn),15,8,5,1.7,-1,-23,0,6,1.2

In the list so far, 2 have a nitro group on carbon.
SMILES,KLK5 inh,FXIIa inh 1536,FXIa inh 1536,PERK inhibitor,Rad51 HR inh,Furin inh,thrombin 1536,m-calpain inh,KCC2 mod
CC(C)CNC(=O)NC(=O)COC(=O)c1cc([N+](=O)[O-])ccc1NCc1ccccc1Cl,-4,14,2,1.5,30,-33,9,-13,-0.46
Cc1ccc(S(=O)(=O)N/N=C\c2cc([N+](=O)[O-])ccc2Cl)cc1,8,8,5,1.1,9,-21[20 µM],0,6,.

Later entries:
SMILES,KLK5 inh,FXIIa inh 1536,FXIa inh 1536,PERK inhibitor,Rad51 HR inh,Furin inh,thrombin 1536,m-calpain inh,KCC2 mod
CNC(=O)CSc1nc(N)c2c3c(sc2n1)CCC3,-4,-1,-7,0.0,-9,-7[20 µM],-2,-8,-5.8*
Cc1cccc(NC(=S)NC(C)C(c2cccs2)N2CCN(C)CC2)c1C (stereo not drawn),-2,1,-2,-2.4,-3,-25,-6,8,0.44
c1ccc(Cn2c(NCc3ccccn3)nc3ccccc32)cc1,-4,10,-2,-0.2,-1,-23,-1,-17,-0.048
Cc1ccccc1NC(=O)Cc1nnc(SCC(=O)Nc2ccccc2)n1C,.,3,-2,0.9,.,-16,-5,-12,0.56
CCOc1ccccc1NC(=O)C(=O)NCC1CCCN1CC (stereo not drawn),-1,16,0,-0.6,6,-8[20 µM],-2,5,-0.082
C=CCSc1nnc(-c2cnn(-c3ccccc3)c2-n2cccc2)n1C,-5,-9,2,-0.8,-6,-17[20 µM],-1,2,-0.5
COc1ccc(-c2cc(=O)n(CCC#N)[nH]2)cc1,-3,7,-3,1.1,.,-21,-4,-3,0.11
COc1ccccc1NC(=O)Nc1cccc(NC(C)=O)c1,-2,8,1,1.1,.,-6,-5,6,0.12
CCC(C(=O)NC1CCCCC1)n1c(SCc2cccc(F)c2)nc2ccncc21 (stereo not drawn),-11,16,4,-0.1,-4,-11,0,28,-1.9
O=C(OCn1nnc2ccccc2c1=O)c1cc(-c2ccccc2Cl)nc2ccccc12,-2,7,6,1.8,0,-12,-1,13,-0.18
CCOC(=O)C1CCCN(S(=O)(=O)c2cccc3cccnc23)C1 (stereo not drawn),1,0,5,-0.7,-8,-25[20 µM],1,0,1.7
CCOC(=O)C1CCN(CC(=O)c2c(C)[nH]c3ccccc23)CC1,-5,11,-5,0.5,-2,-13[20 µM],-3,2,0.082
Cc1ccc(C)c(NC(=S)N/N=C2\CCc3ccccc32)c1,-3,9,2,-0.2,20,-15,-1,-15,24*
COCCn1c(N)c(NCc2ccccc2)c(=O)n(CC(=O)Nc2cc(C)ccc2C)c1=O,3,13,8,-0.6,-4,-18,0,35,.
O=C(NCCN1C(=O)S/C(=C\c2cccnc2)C1=O)C1CC(=O)N(Cc2ccco2)C1 (stereo not drawn),4,8,2,1.3,13,-12,-3,6,0.6
CN(C(=O)COc1cc(=O)n(C)c2ccccc12)c1ccc(Br)cc1,-24,4,-6,1.2,-7,2,-10,-6,-1.3
COc1ccc(C(=O)N/N=C(/C)c2ccc(N3CCCCC3)cc2)cc1,-13,12,9,1.7,.,-14,-1,-58,-0.75
Cc1ccc(N=C/C(C(=O)C(F)(F)F)=C(\O)c2ccco2)cc1Cl,-7,8,3,-0.1,1,-21,-3,23,-0.71
